# SRC1 TRFRET art = counter-screen for PPARgamma SRC-1 recruitment agonists: TR-FRET artefact; 99,000 tested, 0.34% active; TR-FRET detection artefact counter-screen, emission ratio; stronger effect = higher value; TR-FRET ratio at 8 µM; AID 1051; in the data active means TR-FRET ratio above about 2300; further: inactives centre near 1800; reference of the scale not given here
# SRC3 TRFRET art = counter-screen for PPARgamma SRC-3 recruitment agonists: TR-FRET artefact; TR-FRET ratio at 8 µM; 99,000 tested, 0.39% active; PPARgamma/SRC-3 format; stronger effect = higher value; in the data active means TR-FRET ratio above about 2000; further: inactives centre near 1600; reference of the scale not given here
# Numbers without * were called inactive.
compound	SRC1 TRFRET art	SRC3 TRFRET art
Cc1cc(C)cc(-n2cc(C(=O)O)c(=O)cc2C)c1	1738	1618
CCOC(=O)c1c(C=O)c2ccccc2n1CC	1845	1544
Cc1cccn2c(CN3CCCN(C=O)CC3)c(C(=O)N(C)CCc3ccccc3)nc12	1550	1478
CCCNC(=O)c1ccc2c(c1)CCN2S(C)(=O)=O	2016	1523
CN(CC(=O)Nc1ccc(Cl)cc1)c1ccc(S(=O)(=O)N2CCCCC2)cc1[N+](=O)[O-]	1809	1571
COC(=O)c1cc(C)sc1NC(=O)C1CC(=O)NN1Cc1ccccc1 (stereo not drawn)	1821	1780
COCc1ccc([C@@H]2C[C@H]3CN(Cc4cccc(Cl)c4)C(=O)[C@]34CCCN24)o1	1669	1534
COc1cc(NC(=S)N2CCN(c3ccccn3)CC2)cc(OC)c1	1964	1558
O=C1CSC(=S)N1N=C1CCCCCC1	1829	1582
COC(=O)C1CC(Cl)CN1c1ncc(C(F)(F)F)cc1Cl (stereo not drawn)	1721	1406
c1ccc2nc3c(nc2c1)[nH]c1ccccc13	1708	1519
Cc1c(C(=O)O)cccc1-n1c(C)cc(/C=C(/C#N)C(=O)NCc2ccccc2)c1C	1553	1528
Cc1ccc(CNC(=O)CCS(=O)(=O)c2cccc3nonc23)cc1	1632	1896
CCNc1c([N+](=O)[O-])c(=O)oc2ccccc12	1574	1565
COc1cc(-c2n[nH]c(=S)n2-c2cccc(C(F)(F)F)c2)cc(OC)c1OC	2017	1812
CC(=NCc1cccc(Cl)c1)c1nc(-c2ccco2)oc1O	1745	1627
CC1CCN(C(=O)c2ccc(NC(=O)C3CCCO3)cc2)CC1 (stereo not drawn)	1635	1644
CCC(=O)NC(=S)Nc1ccc(NC(=O)c2ccco2)cc1	1803	1340
CCN1C(=O)C(O)(CC(=O)c2c(C)coc2C)c2ccccc21 (stereo not drawn)	1856	1733
COc1cc(NC(=S)Nc2ccccn2)c(OC)cc1Cl	1973	1469

# Three entries out of the list, sorted by SMILES length, ascending.
compound	SRC1 TRFRET art	SRC3 TRFRET art
COc1cc(NC(=S)N2CCN(c3ccccn3)CC2)cc(OC)c1	1964	1558
COCc1ccc([C@@H]2C[C@H]3CN(Cc4cccc(Cl)c4)C(=O)[C@]34CCCN24)o1	1669	1534
CN(CC(=O)Nc1ccc(Cl)cc1)c1ccc(S(=O)(=O)N2CCCCC2)cc1[N+](=O)[O-]	1809	1571

# Remaining list, next part
compound	SRC1 TRFRET art	SRC3 TRFRET art
COc1ccc(C(=O)NC(C(=O)NCc2ccccc2OC)C(C)C)cc1 (stereo not drawn)	1850	1653
CCOC(=O)Cc1csc(NC(=O)c2ccc(C)cc2)n1	1638	1460
CCn1nc(C)c(NC(=O)c2cc(Br)ccc2Cl)c1C	1832	1642
Cc1ccc(C2CC2c2n[nH]c(=S)n2-c2cccc(Cl)c2)cc1 (stereo not drawn)	1665	1466
O=[N+]([O-])c1ccc(COc2cccc(CNc3ccc(Br)cc3)c2)cc1	1789	1728
CN(C)S(=O)(=O)c1cccc(NC(=S)NC(=O)C2CCCCC2)c1	1671	1460
CC(C)C(=O)Nc1cc(S(=O)(=O)Nc2cccc(Cl)c2)ccc1Cl	1855	1501
COCCNC(=O)C(c1ccc(C)o1)N(Cc1ccc(OC)cc1)C(=O)Cn1nnc2ccccc21 (stereo not drawn)	1940	1558
COc1ccc(C(=O)Nc2ncc(C)s2)cc1S(=O)(=O)N1CCCC1	1675	1780
COc1ccc(NC(C)=O)cc1NC(=O)c1cccc(C(F)(F)F)c1	1455	1356
CCCN1CCN(C(=O)Cn2ncc3ccccc32)CC1	1575	1238
CC(=O)c1cccc(NC(=O)COC(=O)c2ccc3c(c2)OCCO3)c1	1568	1499
CC(C)NC(=O)COC(=O)c1cccc(NS(=O)(=O)/C=C/c2ccccc2)c1	1751	1709
O=C(c1ccccn1)c1cc2ccccc2n1S(=O)(=O)c1ccccc1	1798	1493
CSc1ccc(C#N)cc1NC(=O)c1cccnc1Cl	1570	1467
C=CCSc1nnc(NC(=O)Cc2ccc(OC)c(OC)c2)s1	1730	1508
CCN(Cc1ccccc1)c1ccc(/C=N/NC(=S)NC(C)C)cc1	1583	1346
COc1cc(OC)cc(C(=O)N[C@H](C(=O)N2CCc3ccccc32)C(C)C)c1	1750	1604
Nc1nn2c(-c3ccccc3)cc(=O)[nH]c2c1N=Nc1ccc(Br)cc1	1694	1639
COc1ccccc1CN1C[C@@H]2C[C@@H](C3=Cc4cccc(OC)c4OC3)N3CCC[C@@]23C1=O	1887	1363
CCOc1ncccc1C(=O)OCC(=O)c1ccc(F)cc1	1930	1604
COc1ccccc1NS(=O)(=O)c1ccc(O)c(C(=O)OCC(=O)N2c3ccccc3CC2C)c1 (stereo not drawn)	2043	1833
CSc1ccccc1C(=O)Nc1ccc2c(c1)OCO2	1794	1525
CC(=O)N1[C@H](C)C=C[C@]1(Cc1ccccc1)C(=O)NCc1cc(F)cc(C(F)(F)F)c1	1668	1530
CCCC(=O)Nc1ccccc1Sc1ncnc2scc(-c3ccccc3)c12	1908	1636
CCOP(=O)(OCC)C(NC(=O)Nc1cccc(Cl)c1)C(N)=O (stereo not drawn)	1827	1390
C=C(C)COc1ccc2c(CC)cc(=O)oc2c1	1754	1509
CC(C)CCNC(=O)c1ccc2c(c1)ncn2C1CCCC1	1959	1514
O=C1CN(CC(=O)Nc2ccc(SC(F)F)cc2)CCN1	2116	1698
Cc1cccc(OCC(=O)N/N=C/CC(C)c2ccccc2)c1C (stereo not drawn)	1907	1592
CCC(=O)c1ccccc1OCCN1CCN(Cc2ccccc2)CC1	1600	1261
Cc1cccc(NC(=S)N2CCC(c3nc4ccccc4o3)CC2)c1	1817	1636
Nc1nc(CSC(=S)N2CCN(c3ccccc3)CC2)nc(Nc2ccccc2)n1	1828	1644
COc1cc(/C=C(\C#N)c2nc(-c3cc4ccccc4oc3=O)cs2)ccc1O	1572	1540
O=C(Nc1ccc2c(c1)OCO2)N1CCCC1	2002	1742
COC(=O)c1ccc(C(=O)Nc2cc(Cl)ccc2Cl)cc1NC(=O)c1ccc(N(C)C)cc1	1538	1594
O=C(O)/C=C\C(=O)Nc1ccccc1C(=O)NC1CCCCC1	1849	1711
CCCSc1nc2[nH]ncc2c(=O)[nH]1	1936	1488
Cc1nnc(-c2ccc(Oc3ccc(Cl)cc3)c([N+](=O)[O-])c2)o1	1989	1726
Cc1ccccc1OCC(O)CN1CCC(C)CC1 (stereo not drawn)	1651	1644
CC(=O)c1ccc(N2CCN(C(=O)c3cc(-c4cccnc4)nc4ccc(Br)cc34)CC2)cc1	1823	1695
Cn1c(Cn2c(=O)sc3ccccc32)nnc1SCC(=O)N1CCc2ccccc21	2014	1688
CCN(CC)S(=O)(=O)c1ccc(N/N=C/c2ccc(O)cc2O)nc1	2001	1359
O=C(O)CSCC(=O)NCc1cccc(C(F)(F)F)c1	1581	1433
COc1ccc(/C=C2/C(=O)OCc3cc(OC)c(OC)cc32)cc1	1768	1644
O=C(Nc1cccc([N+](=O)[O-])c1)Nc1cccc([N+](=O)[O-])c1	1925	1580
CCOC(=O)C1=C(CN2CCCCCC2)NC(=O)NC1c1cccc([N+](=O)[O-])c1 (stereo not drawn)	1866	1711
CC1CCCN(C(=S)Nc2ccc3nc4n(c(=O)c3c2)CCCCC4)C1 (stereo not drawn)	1646	1267
COc1ccc(-c2oc3ccccc3c(=O)c2OCC(=O)O)cc1	1901	1599
CC(C)c1ccc(CNc2ccc([N+](=O)[O-])cn2)cc1	1413	1478
Cc1cc(C)c[n+](-c2[nH]c(=O)sc2/C=N/NC([S-])=Nc2ccccc2)c1	1850	1423
Cc1ccc(NC(=O)Cn2cccc2C2=NC(c3ccccc3)CO2)c(C)c1 (stereo not drawn)	1942	1771
CCn1cc(C(=O)OCC(=O)c2cc(C)n(-c3ccccc3)c2C)c(=O)c2ccc(C)nc21	1776	1477
Cc1ccc(CN2CCN(Cc3cnc(C)s3)CC2CCO)cc1 (stereo not drawn)	1691	1620
COc1ccc(C(=O)/C=C/C(=O)N(CC(=O)NC2CCCCC2)Cc2ccccc2OC)c(O)c1	1516	1621
CCOC(=O)c1c(CS(=O)(=O)c2ccccc2)n(C)c2cc(Br)c(O)c(CN(C)C)c12	1996	1758
COc1ccccc1C1=NN(C2=NN=C(N)Cc3ncnn32)C(O)(C(F)(F)F)C1 (stereo not drawn)	1834	1446
CCOC(=O)c1ccc(NC(=O)c2c(NC(=O)CCC(=O)O)sc3c2CCCCC3)cc1	2001	1600
CN(C)/C=N/c1cc(=O)n(C)c(=O)n1CC1CC1	1859	1481
COc1ccc(N2C(=O)CN(Cc3cc(OC)c(OC)c(OC)c3)C2=S)cc1	1830	1702

# Record cards (already shown). Screens in order: SRC1 TRFRET art, SRC3 TRFRET art
# `COc1ccc(N2C(=O)CN(Cc3cc(OC)c(OC)c(OC)c3)C2=S)cc1` as listed: 1830, 1702
# `O=C(O)CSCC(=O)NCc1cccc(C(F)(F)F)c1` as listed: 1581, 1433
# `CC1CCCN(C(=S)Nc2ccc3nc4n(c(=O)c3c2)CCCCC4)C1` (stereo not drawn) as listed: 1646, 1267

# Additional compounds follow.
compound	SRC1 TRFRET art	SRC3 TRFRET art
COc1cccc(C2=Nc3cccc4cccc(c34)N2)c1	1870	1490
COc1ccccc1CNc1cc(-c2ccccc2)ccc1OC	1664	1535
O=C1NC(=Nc2ccccc2)SC1Cc1cccc(Cl)c1Cl (stereo not drawn)	1598	1590
Cc1nn(CC(=O)NCC2CCCO2)c(=O)c2ccccc12 (stereo not drawn)	1769	1474
N/C(Cc1cccc2ccccc12)=N\OC(=O)c1cccs1	2019	1345
CCCCOC(=O)Nc1ccc(S(=O)(=O)Nc2ccc([N+](=O)[O-])cc2)cc1	1570	1590
Cc1cccc(C)c1Nc1c(-c2ccccn2)nc2ccccn12	1646	1485
Cc1ccc(NS(=O)(=O)c2ccccc2[N+](=O)[O-])cc1C	1466	1332
COc1cccc(C2SCC(=O)N2c2cccc(C)c2)c1OC (stereo not drawn)	1919	1534
CCC(CC)C(=O)c1c[nH]c(C(=O)N2CCN(c3ccc(OC)cc3)CC2)c1	1696	1610
COc1ccc(C(=O)COC(=O)CNC(=O)c2cccc(OC(F)F)c2)cc1	2174	1676
CCOc1ccc(/C=C/C2=NNC(=O)CC2)cc1	1749	1434
Cn1cccc1C(=O)OCC(=O)Nc1cccc(S(=O)(=O)N2CCOCC2)c1	1665	1496
Cc1ccc(-n2c(NN)nc3ccccc3c2=O)c(C)c1	1804	1747
COc1ccc(OC)c(NC(=O)CN(Cc2ccccc2)S(C)(=O)=O)c1	1717	1680
CCC(C)NS(=O)(=O)c1ccc(NC(=O)c2ccc([N+](=O)[O-])cc2Cl)cc1 (stereo not drawn)	1915	1819
Cc1ccc(C)c(-n2nnnc2Sc2nc([N+](=O)[O-])nn2C)c1	1638	1577
O=C(N[C@@H](Cc1ccccc1)c1nc2ccccc2[nH]1)c1cc([N+](=O)[O-])ccc1Cl	2098	1728
COc1ccc(C(=O)NNC(=O)CCC(=O)Nc2cc(C)on2)cc1	2021	1479
CC(=O)c1cc(-c2ccccc2)n(CC(=O)N2CCCC2)c1C	1898	1645

# The list goes on, starting with the last four of the part before.
compound	SRC1 TRFRET art	SRC3 TRFRET art
Cc1ccc(C)c(-n2nnnc2Sc2nc([N+](=O)[O-])nn2C)c1	1638	1577
O=C(N[C@@H](Cc1ccccc1)c1nc2ccccc2[nH]1)c1cc([N+](=O)[O-])ccc1Cl	2098	1728
COc1ccc(C(=O)NNC(=O)CCC(=O)Nc2cc(C)on2)cc1	2021	1479
CC(=O)c1cc(-c2ccccc2)n(CC(=O)N2CCCC2)c1C	1898	1645
Cc1[nH]nc(SCC(=O)NC(C)c2ccccc2)c1[N+](=O)[O-] (stereo not drawn)	1865	1353
CC1(C(O)(C#CC[N+]2(C)CCCCC2)c2ccccc2)CCCC1 (stereo not drawn)	1905	1681
Cc1c(NC(=O)C2CCCCC2)cc(C(=O)N2CCOCC2)cc1[N+](=O)[O-]	2051	1583
Cc1ccc(-c2[nH]ncc2/C=N/n2c(COc3ccccc3C)nc3ccccc3c2=O)cc1	2167	1660
O=C(CSc1ccc2ccccc2c1)Nc1ccc(S(=O)(=O)Nc2nccs2)cc1	2058	1409
COc1cccc2c1OCC/C2=N\NC(=O)COc1ccc(C)cc1	1677	1561
CCN1CCCC(NC(=O)c2cc([N+](=O)[O-])ccc2OC)C1 (stereo not drawn)	1703	1595
CC(C)N(CC#CCC(O)(c1ccccc1)c1ccccc1)C(C)C	1693	1453
COc1ccc(C(=O)COC(=O)c2cccnc2Cl)c(OC)c1	1946	1498
CCNc1nc(NCC)n2c(SC(C(=O)Nc3cc(C)ccc3OC)c3ccccc3)nnc2n1 (stereo not drawn)	1920	1404
CC1(C)Cc2c(c(-c3ccco3)nc3sc4c(NCC5CCCO5)ncnc4c23)CO1 (stereo not drawn)	1661	1570
Cc1nn(CC(=O)NC(C)c2ccccc2)c(C)c1[N+](=O)[O-] (stereo not drawn)	1736	1555
CCOC(=O)C1=C(O)CSC1=Nc1ccc(C)cc1	1958	1595
COc1cccc(CC(=O)Nc2ccccc2C(=O)N2CCOCC2)c1	1787	1681
O=C(O)C1C2CC2CN1C(=O)c1ccc(Cl)cc1Cl (stereo not drawn)	2049	1590
O=C(Cc1ccc(F)cc1)N/N=C/c1ccc(-c2ccc(Cl)c(C(=O)O)c2)o1	1994	1578
COc1cc(C(=O)NC(CCSC)C(=O)OCC(=O)NC(=O)C2CCCCC2)cc(OC)c1OC (stereo not drawn)	1889	1528
CCCO/N=C1/C(=O)N(c2ccccc2)c2ccccc21	1794	1586

# Not all compounds are listed; rates above refer to the full screens.
